# Compound activity deposited in PubChem by Broad Institute.
# SIRT5 block = blocks human SIRT5 desuccinylation of peptide; 1.1% of 330,000 active; inhibition, % at 15 µM; AID 652115; Purified SirT5, succinyl-peptide AMC, trypsin-coupled fluorescence; in the data active means inhibition above about 15%; inconclusive means no clear call, values can overlap the other calls
# Target sequence (Q9NXA8 whole entry, looked up): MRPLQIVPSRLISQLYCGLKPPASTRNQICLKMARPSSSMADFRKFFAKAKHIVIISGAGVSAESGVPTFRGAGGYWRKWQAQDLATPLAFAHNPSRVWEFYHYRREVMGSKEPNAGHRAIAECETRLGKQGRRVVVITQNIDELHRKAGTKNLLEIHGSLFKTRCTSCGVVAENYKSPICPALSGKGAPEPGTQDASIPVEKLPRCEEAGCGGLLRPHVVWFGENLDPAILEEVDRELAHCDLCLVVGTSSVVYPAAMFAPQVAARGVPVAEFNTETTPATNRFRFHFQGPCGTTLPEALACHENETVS
# LGR2 inh = inhibitors of bursicon-induced Drosophila LGR2 receptor cAMP signaling. inhibition, % at 9.99 µM. 0.35% of 380,000 active. AID 720647. HEK293 LGR2, CRE-luciferase, bursicon-stimulated, 4 h;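 active means drop in luminescence signal, shown as inhibition above about 50% in the replicate tests, limit read from the data, passing the limit was not always enough; inconclusive means probably only some replicates passing the limit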;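 further: agonist challenge used bursicon conditioned medium at about half maximal strength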
# DENV2 CPE rescue = DENV2-induced cell death inhibition. DENV2-infected cells, cytopathic effect rescue, plate reader. CPE inhibition, % at 9.99 µM. 1.7% of 350,000 active. AID 651640; in the data active means CPE inhibition above about 20%, passing the limit was not always enough; inconclusive means no clear call, values can overlap the other calls; tested in BHK-21 cells;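 further: 0% = median of neutral control wells and 100% = median of positive control wells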
# PAX8 inh HTS = lowers PAX8-driven luciferase in RMG-I cells. RMG-I TPO-luciferase reporter, SteadyGlo, 24 h. inhibition, % at 12.6 µM. 1.2% of 360,000 active. AID 652154;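 active means mean replicate inhibition at least 60% with every replicate also reaching 60%; inconclusive means only one of the two criteria is met; inactive means mean below 60% and not all replicates reaching 60%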;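 further: luciferase light reporting Pax8 driven TPO promoter activity; plate controls were median of neutral control wells for no effect and mitoxantrone controls for full effect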
# Casp6 inh = blocks human caspase-6 cleavage activity; 0.53% of 350,000 active; P55212; inhibition, % at 12.5 µM; purified caspase-6, Z-VEID-R110 cleavage fluorescence;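 active means mean inhibition across replicates at least about 35%, with every replicate also reaching that limit, limit read from the data; inconclusive means only one of the two criteria met; inactive means neither criterion met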;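 further: 0% = median of neutral control wells and 100% = no fluorescence left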
# Target sequence (P55212 24-179 limits assumed): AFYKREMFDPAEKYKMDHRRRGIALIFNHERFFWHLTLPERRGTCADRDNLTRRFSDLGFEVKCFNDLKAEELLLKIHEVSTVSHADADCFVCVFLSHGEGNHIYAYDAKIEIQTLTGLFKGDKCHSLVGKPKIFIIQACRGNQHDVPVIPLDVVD
# Target sequence (P55212 194-293 limits assumed): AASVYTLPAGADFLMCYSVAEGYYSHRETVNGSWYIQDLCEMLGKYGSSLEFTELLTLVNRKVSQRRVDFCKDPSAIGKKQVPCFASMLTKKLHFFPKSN
# EWS-Fli inh = inhibitors of EWS/Fli oncoprotein transcriptional activity | A673 NR0B1-luciferase reporter, viability-normalised | inhibition, % at 12.6 µM | 0.67% of 350,000 active;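 active means mean inhibition of at least 50% after viability correction, with every replicate also passing that limit; inconclusive means mean reaches 50% but only one of two replicates passes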;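 further: firefly luciferase signal divided by Alamar Blue viability fluorescence both relative to DMSO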
# ARNT-TACC3 inh = disruptors of human ARNT/TACC3 interaction | Q9Y6A5 | AlphaScreen His-ARNT PAS-B/GST-TACC3 binding, luminescence; TACC3 fragment carries E629A point mutation | inhibition, % at 9.99 µM | 0.66% of 390,000 active;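 active means mean inhibition of replicates at least 50% and at least half of replicates each reaching 50%; inconclusive means half or more replicates reach 50% but mean below 50%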;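 further: 0% = complete ARNT plus TACC3 wells and 100% = ARNT alone without TACC3; many hits fall short of the cut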
# The depositor's hits bear a star; ? = inconclusive; · = not tested or not shown.
# Order of values – SIRT5 block | LGR2 inh | DENV2 CPE rescue | PAX8 inh HTS | Casp6 inh | EWS-Fli inh | ARNT-TACC3 inh
1. C[C@H](CO)N1C[C@H](C)[C@@H](CN(C)Cc2ccc(Oc3ccccc3)cc2)Oc2cc(-c3ccncc3)ccc2S1(=O)=O
 : 0 | 16 | -23 | · | 1 | 29 | 1
2. CN(C)S(=O)(=O)n1cnc([C@H]2c3c(ncn3Cc3ccccc3)C[C@H]3COC(=O)[C@@H]32)c1
 : · | 20 | -4 | -14 | 1 | -6 | -2
3. CCSc1nnc(NC(=O)C(Cc2ccccc2)n2cccc2)s1 (stereo not given)
 : -1 | -14 | 3 | -15 | 1 | -3 | -3
4. CC(NC(=O)c1ccc(Br)cc1)c1ccccc1 (stereo not given)
 : · | 12 | · | -12 | · | · | 26
5. CC(NC(=O)C1CCC(C(C)(C)C)CC1)C(c1ccccc1)N1CCOCC1 (stereo not given)
 : 3 | 38 | 16 | 14 | -1 | -3 | ·
6. COc1ccc(/C=N/NC(=O)C2C(C=C(Cl)Cl)C2(C)C)c(OC)c1 (stereo not given)
 : 0 | 1 | -6 | -2 | 0 | -6 | 2
7. COc1ccccc1NS(=O)(=O)c1cccc(C(=O)NNC(=O)C(C)NC(=O)c2ccco2)c1 (stereo not given)
 : 0 | -4 | -6 | 2 | 2 | -25 | -2
8. O=C1Nc2ccccc2-n2nnnc2C1N1CCN(c2ccc(C(F)(F)F)cn2)CC1 (stereo not given)
 : -2 | 3 | 0 | 8 | 1 | 5 | ·
9. CC(C)(C)OC(=O)Nc1ccccc1-n1nnnc1C(C(=O)c1ccccc1)N1CCN(c2ccccn2)CC1 (stereo not given)
 : 2 | -2 | 6 | -8 | 0 | -10 | ·
10. CCOc1ccccc1C(=O)NCC(=O)OCC(=O)c1c(N)n(C)c(=O)n(C)c1=O
 : 0 | 9 | -6 | 21 | 3 | -1 | -3
11. Cc1c(C)n(CCCN(C)C)c2ncnc(Nc3ccccc3)c12
 : -1 | 3 | -1 | -19 | -24 | -12 | 4
12. COc1c(Cl)cccc1-c1cn2ccccc2n1
 : -2 | -14 | 6 | -149 | 1 | -55 | -4
13. CCc1cccc(C)c1NC(=O)CSc1nc(-c2ccccc2F)nc2nc[nH]c12
 : · | 8 | · | 16 | · | · | -5
14. COc1ccc(CCNC(=O)Cn2cccc2C(=O)c2ccccc2)c(OC)c1
 : 4 | -28 | 3 | 4 | -1 | -5 | -2
15. CCN(CC)CCCNC(=O)c1ccc(C)c(NC(=O)C2=C(C)OCCS2)c1
 : 0 | 2 | ? | -10 | -28 | -2 | -2
16. NC(=O)C1(c2ccccc2)CCC(=O)N1c1ccccc1 (stereo not given)
 : 3 | -3 | 6 | -14 | 0 | 5 | -32
17. Cc1ccc(-n2[nH]c(C)c(/C=N/N3C(=O)c4cccc5cccc(c45)C3=O)c2=O)cc1
 : 1 | -32 | 1 | 2 | -3 | 15 | ·
18. CCN(CC)CCNc1ccnc2cc(Cl)ccc12
 : -2 | -4 | -1 | · | -31 | 8 | 6
19. O=C(O)CCC(=O)Nc1cc(C(F)(F)F)cc(C(F)(F)F)c1
 : 1 | · | 0 | -15 | -2 | 3 | -25
20. C[C@H](CO)N1C[C@H](C)[C@H](CN(C)S(C)(=O)=O)Oc2c(NS(=O)(=O)c3cn(C)cn3)cccc2C1=O
 : -11 | 16 | -4 | · | 1 | -6 | -12
21. CN1C[C@@H](O)COC[C@@H]2O[C@H](CC(=O)NC3CCC3)CC[C@H]21
 : · | -7 | 1 | -22 | · | -5 | 3
22. CCn1c(CSCc2ccc(C)cc2)nnc1SCC(=O)N1CCN(c2ccccc2)CC1
 : -1 | -6 | · | · | -1 | · | 3
23. COCCCN1C(=O)C(CC(=O)NCCc2ccccn2)CC(C(=O)N2CCOCC2)=C1C (stereo not given)
 : -5 | -2 | 20 | -3 | -4 | 1 | ·
24. COCCn1c(SCC(=O)Nc2ccc3c(c2)CCC3)nc2ccccc2c1=O
 : -5 | -10 | 1 | 2 | 2 | -2 | 8
25. CCOc1ccc(N2CC(C(=O)NC3CCCC3)CC2=O)cc1 (stereo not given)
 : 1 | 5 | 16 | -2 | 2 | -14 | -8
26. CCCCCCCCN1C(=O)[C@@H](CC(=O)NCc2cccc(C(F)(F)F)c2)C[C@@]2(C(=O)OC)C1=C[C@H](C(C)(C)C)O[C@@H]2C
 : · | 1 | 5 | 18 | 1 | 15 | ·
27. C[C@@H]1CN([C@@H](C)CO)C(=O)Cc2cc(NS(=O)(=O)c3ccc(Cl)cc3)ccc2O[C@H]1CN(C)S(=O)(=O)c1cccs1
 : 3 | -3 | -4 | · | 0 | 0 | 3
28. CCS(=O)(=O)N1Cc2cc(C(=O)N(C)C)nc(-c3cccc(-c4ccc(C#N)cc4)c3)c2[C@@H]1CCO
 : · | -5 | 10 | -19 | 0 | 33 | ·
29. CCn1c(C(C)NC(=O)c2ccc(Cl)cc2)n[nH]c1=S (stereo not given)
 : -3 | -3 | 5 | 15 | -2 | 8 | -2
30. CC(=O)/C(N=Nc1cc(C)ccc1O)=C(\C)O
 : 5 | 6 | 3 | 23 | 3 | 4 | 4

# Exported as tab-separated lines: part of the list above
entry	SMILES	SIRT5 block	LGR2 inh	DENV2 CPE rescue	PAX8 inh HTS	Casp6 inh	EWS-Fli inh	ARNT-TACC3 inh
29	CCn1c(C(C)NC(=O)c2ccc(Cl)cc2)n[nH]c1=S (stereo not given)	-3	-3	5	15	-2	8	-2
30	CC(=O)/C(N=Nc1cc(C)ccc1O)=C(\C)O	5	6	3	23	3	4	4
22	CCn1c(CSCc2ccc(C)cc2)nnc1SCC(=O)N1CCN(c2ccccc2)CC1	-1	-6	·	·	-1	·	3

# Next entries follow:
# Order of values – SIRT5 block | LGR2 inh | DENV2 CPE rescue | PAX8 inh HTS | Casp6 inh | EWS-Fli inh | ARNT-TACC3 inh
31. CN1C(=O)c2cc(NC(=O)Cc3ccccc3)ccc2OC[C@@H]2O[C@@H](CC(=O)NCc3ccc(Cl)cc3)CC[C@H]21
 : · | 7 | 4 | 9 | · | -3 | 8
32. CCn1c(SCC(=O)N2CCN(c3ccccc3)CC2)nc2c([nH]c3ccccc32)c1=O
 : -2 | 10 | -3 | 31 | -1 | 27 | -2
33. O=C(CSc1nnc(CCCN2C(=O)c3cccc4cccc(c34)C2=O)n1-c1ccccc1)N1CCN(CCO)CC1
 : · | 0 | · | 8 | · | · | -3
34. COC(=O)c1ccc(-c2nc(-c3cccs3)no2)cc1
 : 8 | 84* | ? | -56 | 0 | 58* | -10
35. O=C(Nc1cc(C(F)(F)F)ccc1N1CCCC1)C1=COCCO1
 : -2 | 1 | -4 | 6 | -2 | 5 | -1
36. O=C1NC(C(F)(F)F)(C(F)(F)F)N=C2SC=CN12
 : -2 | -6 | -2 | 4 | 0 | -4 | -3
37. C[C@@H]1CN([C@@H](C)CO)C(=O)c2cc(NS(=O)(=O)c3ccccc3)ccc2O[C@@H](C)CCCCO[C@@H]1CN(C)C(=O)Nc1ccccc1
 : -4 | 9 | -14 | 0 | -5 | 2 | -10
38. COc1ccc(CCNC(=O)COC(=O)c2cc(OC)c(OC)cc2OC)cc1
 : 0 | 12 | 1 | -17 | 3 | -2 | 3
39. O=C(CN1C(=O)c2ccc([N+](=O)[O-])cc2C1=O)NCc1ccc(C(=O)O)cc1
 : 0 | -7 | 13 | 49 | 4 | 0 | -2
40. Cc1cccc(N2CCN(C(=O)NC3CCCCC3)CC2)c1C
 : -4 | 17 | -2 | -8 | -3 | -24 | 4

41. COc1ccc(NC(=O)c2ccc(-n3cnnn3)cc2)c([N+](=O)[O-])c1
42. Cc1ccc(NC(=O)CSc2nc3nn(-c4ccccc4)c(=O)c-3c3n2CCCCC3)cc1F
43. CCCOP(=O)(c1ccc(N(C)C)cc1)C(Nc1ccccc1)c1ccc(N(C)C)cc1 (stereo not given)
44. O=C(c1cc(-c2ccc(Br)cc2)on1)N1CCc2ccccc2C1
45. CCC(C(=O)OCCN(CC)CC)c1ccccc1 (stereo not given)
46. O=C(COC(=O)c1ccc(Cl)nc1)NCCC1=CCCCC1
Compound	41	42	43	44	45	46
SIRT5 block	-6	-1	29*	-4	0	-2
LGR2 inh	-10	-5	·	-29	-9	2
DENV2 CPE rescue	-5	-1	11	0	9	15
PAX8 inh HTS	11	-5	-1	1	-10	-1
Casp6 inh	-1	-4	7	0	-3	1
EWS-Fli inh	-17	-11	13	-5	-4	-5
ARNT-TACC3 inh	-3	-8	-9	0	-3	-2

47. COc1ccccc1NC(=O)c1ccc(Br)c(S(=O)(=O)N2CCCC2)c1
48. O=C(Cc1ccc(Cl)cc1Cl)NCC1(N2CCOCC2)CCCCC1
49. O=C(CNC(=O)c1ccc(Oc2ccccc2)cc1)OCc1ccc(Br)cc1
50. O=C(N[C@@H](Cc1c[nH]c2ccccc12)C(=O)O)c1ccccc1Cl
51. CC(C)C(C)NC(=O)COc1ccc(OCc2ccccc2)cc1 (stereo not given)
52. CC1CCN(C(=S)c2cccc(O)c2)CC1
Compound	47	48	49	50	51	52
SIRT5 block	-1	-3	-2	1	-1	1
LGR2 inh	-16	21	13	18	-3	0
DENV2 CPE rescue	-5	8	0	-13	4	-2
PAX8 inh HTS	-5	-16	3	-5	-4	-2
Casp6 inh	0	0	0	7	1	2
EWS-Fli inh	·	0	-4	2	4	3
ARNT-TACC3 inh	11	14	-4	-2	-3	-4

53. Cc1cc(OCC(=O)Nc2sc3c(c2C#N)CC(C)(C)NC3(C)C)c(C(C)C)cc1Cl
54. COc1ccc(Br)c(Cn2c(C)c(C(=O)NCc3ccc(F)cc3)sc2=O)c1
55. Cc1cccc(NC(=O)c2cnccn2)c1
56. COc1ccccc1Cc1c(C(C)(C)C)nc2ccc(C)cn12
57. COc1ccc([Si](C)(C)[C@@H]2[C@@H](CCO)O[C@]3(C(=O)N(C)c4ccccc43)[C@H]2C)cc1
58. O=C1CC(c2ccccc2)CC(O)=C1C=Nc1ccccc1O (stereo not given)
Compound	53	54	55	56	57	58
SIRT5 block	3	·	-4	-1	2	-2
LGR2 inh	11	-1	·	-11	·	-14
DENV2 CPE rescue	8	-6	13	2	-1	-5
PAX8 inh HTS	6	7	-45	24	81*	14
Casp6 inh	2	-2	-1	-1	6	6
EWS-Fli inh	7	2	2	-26	10	2
ARNT-TACC3 inh	-3	·	19	·	2	·

# Records 55 to 58 from above:
55. Cc1cccc(NC(=O)c2cnccn2)c1
56. COc1ccccc1Cc1c(C(C)(C)C)nc2ccc(C)cn12
57. COc1ccc([Si](C)(C)[C@@H]2[C@@H](CCO)O[C@]3(C(=O)N(C)c4ccccc43)[C@H]2C)cc1
58. O=C1CC(c2ccccc2)CC(O)=C1C=Nc1ccccc1O (stereo not given)
Compound	55	56	57	58
SIRT5 block	-4	-1	2	-2
LGR2 inh	·	-11	·	-14
DENV2 CPE rescue	13	2	-1	-5
PAX8 inh HTS	-45	24	81*	14
Casp6 inh	-1	-1	6	6
EWS-Fli inh	2	-26	10	2
ARNT-TACC3 inh	19	·	2	·

# The list continues:
59. C[C@H]1CN([C@@H](C)CO)C(=O)Cc2cc(NS(=O)(=O)c3ccccc3)ccc2O[C@@H]1CN(C)S(=O)(=O)c1ccc(Cl)cc1
60. COc1ccc(NC(=O)CC23CC4CC(CC(C4)C2)C3)cn1
61. Cc1cc(OC(C)C(=O)NCC(O)c2ccccc2)c2c(C)c(C)c(=O)oc2c1 (stereo not given)
62. CNC[C@@H]1Oc2cc(C#Cc3cccc(OC)c3)ccc2S(=O)(=O)N([C@@H](C)CO)C[C@@H]1C
63. COC(C/C=C\[C@@H](O)[C@H](C)OCc1ccccc1)OC
64. CCOCCN1CCN(C2c3ccccc3CSc3ccccc32)CC1 (stereo not given)
Compound	59	60	61	62	63	64
SIRT5 block	·	-3	-6	7	·	-1
LGR2 inh	-7	7	-1	-14	1	8
DENV2 CPE rescue	-13	-4	1	6	3	-5
PAX8 inh HTS	-3	-25	7	·	6	5
Casp6 inh	·	0	2	-5	0	-1
EWS-Fli inh	2	6	-1	26	-11	20
ARNT-TACC3 inh	7	1	1	7	-4	1
